SUMO1 PPI mod – alters human SUMO1 binding to SIM partners; 0.33% of 360,000 active; inhibition, % at 20 µM; P63165; SUMO1 binding to a labelled peptide, TR-FRET, 1 h; in the data active = inhibition above about 37%
Target sequence (P63165 whole entry, looked up): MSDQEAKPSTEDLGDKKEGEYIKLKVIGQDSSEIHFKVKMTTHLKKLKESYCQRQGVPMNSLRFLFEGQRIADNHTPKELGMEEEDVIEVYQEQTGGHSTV
STEP inh – STEP (human) phosphatase inhibition | inhibition, % at 20 µM | 0.25% of 360,000 active | recombinant STEP, OMFP fluorogenic substrate, fluorescence | AID 588621 | P54829;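 active = inhibition at 20 µM, scaled per plate between control wells, above about 37%, limit read from the data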;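 also: 0% = DMSO with enzyme and substrate and 100% = substrate only without enzyme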
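Material: STEP (striatal-enriched tyrosine phosphatase) enzyme, cell-free; Compound dosing: 20 µM single dose in 1% DMSO; Technique: fluorescence read at 480 nm ex / 540 nm em; Times: reaction 20 min, ambient temperature; Medium: 50 mM Bis-Tris pH 6.0 with 2.5 mM DTT and 0.005% Tween 20; Also added: OMFP at 25 µM.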
MT1-MMP act inh – MT1-MMP (human) activation inhibition | P50281 | HT1080 RFP-PRO-GFP cells, GFP/RFP ratio fluorescence, overnight; percent of plate control window, DMSO zero | GFP/RFP ratio change, % at 20 µM | 0.061% of 360,000 active | AID 651647;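 active = GFP/RFP ratio change of at least 30% with cell ATP level not reduced by more than half and red fluorescence within 50% of control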; also: strong numbers were not always called active
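Assay system: HT1080 RFP-PRO-GFP cells. Benchmarks: DMSO vehicle wells and RFP-L50D-GFP reporter cell wells. Times: overnight cell settling, then overnight compound exposure, 37 °C, 5% CO2. Compound: 20 µM single dose, 1% DMSO. Read-out basis: GFP/RFP fluorescence ratio.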
DNMT1 block – DNMT1 (human) enzyme inhibition; P26358; 0.83% of 360,000 active; DNMT1 molecular beacon, Hinp1I cleavage, fluorescence; inhibition (reported as % activation of signal), % at 10 µM; in the data active = inhibition above about 50%
NRP1-CendR mod – alters CendR peptide binding to human NRP-1; inhibition, % at 25 µM; O14786; 0.85% of 360,000 active; AID 602438; FAM-RPARPAR peptide binding to NRP-1, fluorescence polarization;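 active = inhibition or corrected inhibition above about 18%, plus a signal ratio from 0.5 to 1.5, limit read from the data, passing the limit was not always enough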; also: strong numbers were not always called active
NadD inh – blocks S. aureus nicotinate mononucleotide adenylyltransferase; 0.78% of 360,000 active; inhibition, % at 20 µM; purified NadD enzyme, colorimetric absorbance read-out; in the data active = inhibition above about 26%; also: some compounds past the cut are filed as inactive
Scp-1 inhibitor – inhibitors of human Scp-1 phosphatase; Q9GZU7; 0.88% of 340,000 active; Recombinant Scp1, phosphopeptide, malachite green phosphate absorbance; AID 493091; inhibition, % at 20 µM;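 active = inhibition above about 50% at 20 µM, limit read from the data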;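 also: plate controls were DMSO wells with enzyme for no effect and wells lacking enzyme for full effect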
Target sequence (Q9GZU7 76-261 limits assumed): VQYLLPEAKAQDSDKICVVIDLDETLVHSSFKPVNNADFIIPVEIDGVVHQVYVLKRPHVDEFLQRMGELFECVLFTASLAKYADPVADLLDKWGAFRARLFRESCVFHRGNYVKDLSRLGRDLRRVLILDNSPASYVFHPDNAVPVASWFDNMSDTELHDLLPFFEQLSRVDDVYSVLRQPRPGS
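Test system: SCP-1 catalytic domain; Buffer or medium: Acidic Tris acetate buffer with magnesium and detergent; Also added: Phosphorylated 17-residue peptide substrate; Compound: single 20 µM dose, 1% DMSO; Schedule: enzyme reaction 45 min at room temperature, colour 5 min, stabilisation 30 min; Signal: Phosphate-binding colour reagent, absorbance read at 630 nm.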
SKN-1 inh – blocks SKN-1 activity in C. elegans; C. elegans VP596 Pgst-4::GFP/RFP ratio, acrylamide-induced, 24 h; inhibition, % at 21.8 µM; 0.49% of 360,000 active;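 active = interference check ratio from 0.5 to 1.5 plus GFP to RFP signal ratio inhibition reaching or exceeding a fixed threshold, cut at about 30% in these data, passing the limit was not always enough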; also: some compounds called inactive have numbers as strong as hits
Rpn11 block – inhibitors of human proteasome Rpn11; human 26S proteasome, Ub4-pepOG fluorescence polarization; 20S core pre-blocked with epoxomicin; 0.59% of 360,000 active; calls only at 20 µM;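 active = inhibition at 20 µM, scaled to each plate's controls, above about 33%, limit read from the data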
Target sequence (O00487 whole entry, looked up): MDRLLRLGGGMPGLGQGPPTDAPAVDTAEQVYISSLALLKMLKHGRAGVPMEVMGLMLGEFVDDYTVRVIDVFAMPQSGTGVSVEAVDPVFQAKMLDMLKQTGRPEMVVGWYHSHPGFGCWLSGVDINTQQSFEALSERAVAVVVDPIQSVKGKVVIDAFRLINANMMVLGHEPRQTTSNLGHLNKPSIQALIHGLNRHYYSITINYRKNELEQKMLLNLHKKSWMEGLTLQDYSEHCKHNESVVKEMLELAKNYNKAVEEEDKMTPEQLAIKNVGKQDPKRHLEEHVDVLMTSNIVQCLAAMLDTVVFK
LMPTP block – LMPTP (human) inhibition. P24666. recombinant LMPTP-A, OMFP fluorogenic substrate, fluorescence intensity. inhibition, % at 20 µM. 0.22% of 360,000 active. AID 651560;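 active = compounds that cut the enzyme signal by at least half of the control window in the single-dose screen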;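 also: plate controls were DMSO wells with enzyme plus substrate for no effect and substrate without enzyme for full effect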
Target sequence (P24666 whole entry, looked up): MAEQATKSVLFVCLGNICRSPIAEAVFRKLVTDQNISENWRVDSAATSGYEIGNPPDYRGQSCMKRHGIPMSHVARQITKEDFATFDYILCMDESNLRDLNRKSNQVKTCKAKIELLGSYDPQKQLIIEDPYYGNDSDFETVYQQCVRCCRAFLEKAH
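test system = LMPTP-A | amount = 0.625 nM LMPTP-A final | reagent = fluorogenic phosphatase substrate OMFP at 400 µM final | incubation = 50 min at room temperature | benchmarks = no-enzyme low control, uninhibited high control | medium = Bis-Tris pH 6.0, DTT, detergent | signal = fluorescence intensity of OMFP turnover product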
The depositor's hits bear a star; i = inactive; nt = not tested or not shown; + = active, no number.

SMILES	SUMO1 PPI mod	STEP inh	MT1-MMP act inh	DNMT1 block	NRP1-CendR mod	NadD inh	Scp-1 inhibitor	SKN-1 inh	Rpn11 block	LMPTP block
Cc1ccc(NC2=NCC(=O)N2CCc2ccccc2)cc1C	-5	3	1	6	6	7	-4	-12	i	-1.2
COc1ccc(NC(=O)CN2CCN(c3ccccc3F)CC2)cc1	4	-3	-3	-4	1	4	-1	20	i	-0.4
COCCNC(=O)c1cc2sccc2n1C	-2	-3	0	3	6	-4	-1	3	i	0.3
CN(Cc1ccc(F)cc1)C(=O)CNC(=O)c1cccs1	-55	4	-1	-3	2	4	-9	-2	i	-9.2
O=C(N/N=C/c1ccccc1)c1ccc(N2CCOCC2)c([N+](=O)[O-])c1	-4	1	1	11	2	2	-7	-4	i	-1.5
CC1CC(C)CN(C(=O)COC(=O)c2cccc([N+](=O)[O-])c2)C1 (stereo not given)	-27	1	-1	1	-4	-2	-7	-10	i	-0.6
COc1ccc(CCNC(=O)NC(C(F)(F)F)C(F)(F)F)cc1OC	2	-4	2	0	3	2	-2	5	i	0.0
CCOc1ccc(NC(=O)COC(=O)COc2cccc3c2OC(C)(C)C3)cc1	-6	0	0	-1	3	-6	-13	-5	i	-0.5
COC(=O)c1c(NC(C)=O)sc2c1CCN(Cc1ccccc1)C2	0	-3	1	7	0	3	-17	-7	i	1.1
CCOC(=O)c1c(-c2ccc(C)o2)csc1NC(=O)CN1CCOCC1	0	2	-7	-4	7	2	-6	14	i	1.4
COc1ccc(CCNC(=O)c2cc(-c3cc(Cl)cc(Cl)c3)oc2C)cc1	2	4	1	-1	9	-1	-8	8	i	6.3
CCOC(=O)N1CCN(C(=O)c2ccc3nc4ccc(Cl)cc4c(=O)n3c2)CC1	-22	9	-3	32	-4	2	-8	16	i	-1.5
NC(=O)NC(=O)COC(=O)CCCCCNS(=O)(=O)c1ccc2c(c1)OCCO2	-3	-2	-3	-1	6	0	1	-3	i	0.3
O=C(OCc1ccccc1C(F)(F)F)c1cc([N+](=O)[O-])ccc1N1CCOCC1	-17	2	-1	3	12	-10	-4	-15	i	2.3
O=C(Nc1ccc(O)c2c(=O)cc(-c3cccc(Cl)c3)oc12)c1cccc(Cl)c1	-3	1	7	37	-2	28	-2	29	i	0.5
COc1ccc(NC(=O)c2cccc3c2C(=O)c2ccc(-c4cnc(OC)nc4)cc2S3(=O)=O)cc1	-3	3	-3	-6	-5	4	6	-6	i	8.4
CC(=O)Nc1ccc(NC(=O)C(C)OC(=O)C2(c3ccccc3F)CCCC2)cc1 (stereo not given)	-1	0	2	-5	14	-1	-1	16	i	0.5
CCOC(=O)Cn1ncc2c(=O)oc3ccccc3c21	-2	0	-1	5	-11	3	0	-9	i	0.2
CCCNC(=O)C1(C)CCN1C(=O)c1ccc(C(C)(C)C)cc1 (stereo not given)	4	-1	9	-2	2	-3	nt	-10	i	-3.3
CNC(=O)C[C@H]1C(=O)N(Cc2ccccc2)C[C@@H]1Cc1ccccc1	1	0	-4	0	-2	4	nt	6	i	-1.1

Of the compounds above, these have a Cl atom.
SMILES	SUMO1 PPI mod	STEP inh	MT1-MMP act inh	DNMT1 block	NRP1-CendR mod	NadD inh	Scp-1 inhibitor	SKN-1 inh	Rpn11 block	LMPTP block
COc1ccc(CCNC(=O)c2cc(-c3cc(Cl)cc(Cl)c3)oc2C)cc1	2	4	1	-1	9	-1	-8	8	i	6.3
CCOC(=O)N1CCN(C(=O)c2ccc3nc4ccc(Cl)cc4c(=O)n3c2)CC1	-22	9	-3	32	-4	2	-8	16	i	-1.5
O=C(Nc1ccc(O)c2c(=O)cc(-c3cccc(Cl)c3)oc12)c1cccc(Cl)c1	-3	1	7	37	-2	28	-2	29	i	0.5

Further compounds follow.
SMILES	SUMO1 PPI mod	STEP inh	MT1-MMP act inh	DNMT1 block	NRP1-CendR mod	NadD inh	Scp-1 inhibitor	SKN-1 inh	Rpn11 block	LMPTP block
OCCNCCCCOc1ccc(OCc2ccccc2)cc1	-1	-11	14	-1	0	-1	1	-4	i	-0.9
COCCNC(=O)c1csc2c1CCCC2	-2	3	1	-6	-15	0	-6	15	i	-0.4
CC(CCc1ccccc1)NC(=O)N1CCOCC1 (stereo not given)	7	-1	2	1	-2	-3	-4	10	i	-0.9
CCOC(=O)CNC(=O)CNC(=O)c1ccc(OC)cc1	-1	-1	-6	0	-5	8	-5	-3	i	-0.6
Cn1cccc1C(=O)OCC(=O)N1CCc2ccccc2C1	-1	2	4	-3	-3	2	nt	-3	i	-0.8
C/C(=C\C(=O)O)C12CC3CC(CC(C3)C1)C2	3	-2	-4	3	4	0	-5	-13	i	-0.2
Cc1noc(/C=C/N(C)C)c1S(=O)(=O)N1CCC(C(=O)Nc2ccc(Cl)cc2)CC1	1	-2	-7	-6	-5	12	-7	17	i	0.6
O=C1CCC/C=C\C[C@@H](CC(=O)N(CCO)Cc2ccccc2)C(=O)N[C@H](c2ccccc2)CO1	1	0	0	3	-3	-6	-14	9	i	-1.3
Cc1ccc(S(=O)(=O)NC(=O)c2ccccc2F)cc1	3	2	1	3	14	2	-8	9	i	-3.0
c1ccc(-c2noc(-c3ccco3)n2)nc1	-2	-2	-20	0	0	-1	-7	15	i	1.1
O=C(Cn1ccccc1=S)c1ccc(Cl)c(Cl)c1	-2	1	1	-7	3	2	11	-7	i	-0.3
COc1ccccc1NC(=O)c1c(C)cc(=O)oc1C	-4	0	-1	8	0	-2	-5	5	i	-1.0
COc1ccccc1C(O)c1ncc(-c2cccc3ccccc23)[nH]1 (stereo not given)	-4	-1	-1	-1	-10	1	nt	2	i	-0.7
COc1ccc(-n2c(Cc3cccn3C)nnc2SCC(=O)NCCc2ccccc2)cc1	0	0	-5	0	4	1	10	9	i	-0.4
COC(=O)c1cc(=O)n(Cc2ccc(F)cc2)c(=NCc2ccc(F)cc2)s1	-1	3	0	-6	7	3	-4	4	i	0.8
CN(/N=C/c1ccncc1)c1cnc2ccccc2n1	-22	1	-2	7	0	1	-7	16	i	-1.0
C=CCn1c(SCC(=O)Nc2sccc2C(N)=O)nc2sc(CC)cc2c1=O	4	1	-5	-9	17	3	-5	-2	i	4.2
O=C(OCc1c(-c2ccccc2)ncc2ccccc12)c1ccc(Cl)cc1Cl	-1	5	3	-4	-11	7	7	5	i	2.0
CCc1ccc2[nH]c(=O)c(CN(CCN(CC)CC)C(=O)Nc3ccccc3OC)cc2c1	1	-7	1	2	0	0	6	-7	i	0.5
COC(=O)[C@H]1C[C@H](OC(=O)NCc2ccco2)[C@@]2(O)CN(S(=O)(=O)c3ccc(C)cc3)CC2[C@H]1C(=O)OC (stereo not given in full)	4	1	0	2	3	0	nt	-12	i	-1.6
CC(C)CCN1CCN(Cc2cc(F)ccc2-n2cccn2)CC1CCO (stereo not given)	-1	-5	7	-1	2	-7	-5	4	i	-0.6
CC(C)C(=O)COc1c2occc2cc2ccc(=O)oc12	3	-2	8	-2	-4	0	7	-6	i	-0.5
COc1ccc(C(=O)NC(=S)N2CCN(c3ccccc3OC)CC2)cc1	0	9	10	-3	-3	-4	4	-12	i	-0.4
Cc1ccc(C(=O)NNC(=O)c2ccc3ncccc3c2)cc1	0	-1	-1	2	0	1	2	-1	i	-1.9
CC(C)NC(=O)C(=O)N/N=C/c1ccco1	-3	0	-1	7	5	1	6	9	i	0.6
O=C(CN(c1cccc(Cl)c1)S(=O)(=O)c1ccccc1)NN=C1CCCC1	-3	2	2	1	-3	-1	-1	3	i	1.4
CCN(C(=O)CSc1nc2ccccc2c(=O)n1CCOC)C1CCS(=O)(=O)C1 (stereo not given)	-1	-4	2	0	3	-3	-3	-3	i	-0.3
CC(C)n1nnnc1SCC(=O)NCc1ccco1	15	-3	-13	10	-16	-5	34	5	i	-1.8
C/C(=N\NS(=O)(=O)c1ccc(C)c([N+](=O)[O-])c1)c1cccs1	-10	-2	-1	-2	4	-1	-5	9	i	0.3
Cn1cc(C(=O)N2CCCCC2)c(=O)c2cc(S(=O)(=O)N3CCCC3)ccc21	-1	-2	2	0	3	1	-7	-8	i	-1.0
O=C(Cc1ccc(NC(=O)C2CCCN(C(=O)C3CCCC3)C2)cc1)Nc1cccc(C(=O)N2CCCC2)c1 (stereo not given)	3	0	4	2	-1	6	0	2	i	-0.8
CC(=O)NCCNc1nc2c(-c3cccc(C)c3)nnn2c2ccccc12	2	-1	3	0	-1	0	-8	23	i	1.1
CCOCCCN(C(=O)Cn1nnc(-c2ccc(OC)c(OC)c2)n1)C(C(=O)NCC1CCCO1)c1ccc(F)cc1 (stereo not given)	1	2	-4	-1	10	2	1	17	i	-1.0
O=C(CSc1nc2[nH]ncc2c(=O)[nH]1)NCc1ccc(F)cc1	1	-5	2	4	-2	-4	-5	-3	i	-2.5
CCC(CC)c1nnc(NC(=O)C2CC(=O)N(C3CCCC3)C2)s1 (stereo not given)	-1	2	2	2	0	-9	4	-8	i	0.1
O=S(=O)(Cc1ccccc1)Nc1ccccc1Br	-2	-1	1	-5	-5	-6	-5	-9	i	-1.2
O=C(Cn1nc(-c2ccccc2)ccc1=O)NCCCN1CCOCC1	7	3	1	2	8	2	-11	4	i	-2.1
Cc1cc(NS(=O)(=O)c2ccccc2)no1	-5	2	0	-2	-2	1	-13	-9	i	-1.1
COCCN(C(=S)Nc1cccc(OC)c1)C1CCN(C(C)C)CC1	0	0	0	4	-4	-3	-2	-1	i	-2.1
O=C(Nc1ccccc1)N1CCSc2ccccc21	0	-1	1	0	-3	1	1	2	i	-1.0
Cc1ccc(NS(=O)(=O)c2ccc(C(=O)OCC(=O)Nc3cc(C)on3)cc2)cc1	1	0	-2	-2	2	1	-11	2	i	-1.1
Cc1ccc(C(=O)O)cc1-c1ccc(/C=C2/NC(=O)N(c3ccccc3)C2=O)o1	25	5	-10	92*	-64	18	63*	-9	+	4.3
CCOc1ccccc1NC(=O)C(c1ccccc1)N1CCN(CC(=O)N2CCOCC2)CC1 (stereo not given)	-3	0	-1	0	6	0	-4	-3	i	-0.6
COC(=O)C1=C(C)NC(=O)NC1c1ccc(OC(=O)c2ccco2)cc1 (stereo not given)	-2	0	-4	2	-8	-12	9	-1	i	-0.6
CCOC(=O)C(=O)N1CCC(Cc2ccccc2)CC1	-1	0	9	-1	-1	-3	-5	10	i	-0.2

Screens deposited in PubChem by Sanford-Burnham Center for Chemical Genomics.

This is a random part of the collection. Share with any hit: about 3.9%.
